SRC2 inh: inhibition of GAL4-SRC2 driven luciferase reporter, primary screen, SRC2 inhibitor project, cell-based, luminescence. HEK293 GAL4-SRC2 luciferase reporter. Nuclear receptor coactivator 2 (Homo sapiens), Q15596. inhibition, % at 9 µM. 370,000 compounds, 0.17% hits;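 active = inhibition above the mean inhibition of all tested compounds plus 3 SD, set per campaign, cut at about 52% in these data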;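 note: 0% = DMSO treated cells and 100% = cells given Gossypol at 36 µM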
NCOA3 inh: SRC3 coactivator transcriptional activity inhibitors, primary screen, cell-based, luminescence. inhibition, % at 3.6 µM. HEK293 GAL4-SRC3 luciferase reporter. Nuclear receptor coactivator 3 (Homo sapiens), Q9Y6Q9. 360,000 compounds, 0.17% hits;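 active = inhibition above a per-campaign cutoff, the mean of all compounds plus 3 SD, cut at about 60% in these data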;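 note: 0% = DMSO-treated cells and 100% = gossypol-treated cells at 36 µM; higher means less SRC3-driven luciferase light from the GAL4 reporter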
NOD2 RIPK2 PPI: NOD2-RIPK2 binding disruptors in cells, primary screen, fluorescence, CHO cells, BLA complementation | inhibition, % at 4.98 µM | CCF4 ratio | AID 624267, 2012 | Receptor-interacting serine/threonine-protein kinase 2 (Homo sapiens), O43353 | 360,000 compounds, 0.38% hits; in the data active = inhibition above about 21%;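 note: 0% = vehicle only and 100% = reference blocker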
TLR9-MyD88 block: inhibitors of TLR9-MyD88 association in cells, primary screen, cell-based, CHO, BLA complementation, fluorescence; CCF4 FRET ratio; inhibition, % at 4.98 µM; 340,000 compounds, 0.21% hits;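 active = inhibition above the mean over all tested compounds plus 3 SD, cut at about 21% in these data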;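 note: 0% = DMSO only wells and 100% = clavulanate BLA inhibitor control wells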
C8 TRAIL sens: viability loss with TRAIL in NB7+C8 cells, primary screen, TRAIL sensitizer project, cell-based, ATPlite luminescence | inhibition (viability loss, TRAIL sensitization), % at 10 µM | 360,000 compounds, 1% hits | AID 624354, 2012;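 active = compounds causing at least 50% loss of cell viability in the single-dose screen, relative to plate controls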
NR2F2 inh: NR2F2 transcriptional activity inhibitors, primary screen, cell-based, luciferase reporter, HEK293T, luminescence; HEK293T NGFI-A luciferase reporter; inhibition, % at 8.6 µM; 370,000 compounds, 0.7% hits; AID 686940, 2013;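 active = inhibition above a per-plate cutoff, mean inhibition of test wells between control levels plus 3 SD, cut at about 38% in these data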;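 note: cells cotransfected with COUP-TFII expression vector driving the NGFI-A reporter; 0% = median of COUP-TF2 test wells and 100% = reporter-only cells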
LRH-1 inv ag: LRH-1 (NR5A2) inverse agonists, primary screen, cell-based, luminescence, HEK293T, StAR-luciferase reporter; Nuclear receptor subfamily 5 group A member 2 (Homo sapiens), O00482; LRH-1 transfected, 24 h; inhibition, % at 3.6 µM; 360,000 compounds, 0.13% hits;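 active = inhibition above the mean inhibition of all tested compounds plus 3 SD, cut at about 73% in these data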;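 note: 0% = DMSO wells and 100% = reporter-only cells lacking LRH-1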
Vif inh: HIV Vif self-association inhibitors, primary screen, imaging, HEK293T, single point; AID 602346, 2012; HEK293T cells, Vif self-association by quenched fluorescence, 24 h; inhibition, % at 7.49 µM; 340,000 compounds, 0.35% hits; in the data active = inhibition above about 50%, passing the limit was not always enough; note: some results filed as inactive read as strong as hits
EBV LMP1 NFkB: EBV LMP1-driven NF-kappaB luciferase reporter inhibitors, primary screen, cell-based, luminescence, single point | 350,000 compounds, 0.69% hits | AID 504558, 2011 | LMP1-induced NF-kappaB luciferase reporter cells | inhibition, % at 12.5 µM; in the data active = inhibition above about 41%;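 note: 0% = neutral control wells and 100% = reference inhibitor control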
NCOA1 inh: SRC1 coactivator transcriptional activity inhibitors, primary screen, cell-based, luminescence. 360,000 compounds, 0.12% hits. HEK293 GAL4-SRC1 luciferase reporter. inhibition, % at 3.6 µM;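 active = inhibition above the campaign mean plus 3 SD, with each screening campaign given its own cutoff, cut at about 60% in these data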;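 note: 0% = DMSO treated cells and 100% = gossypol at 36 µM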
TROY signal inh: inhibitors of TROY-driven NF-kB signaling, primary screen, Q293 LMP1-TROYcd cells, NF-kB luciferase, uHTS; 360,000 compounds, 0.98% hits; inhibition, % at 10 µM; Q293 LMP1-TROYcd NF-kB luciferase reporter, 4 h; AID 1347056, 2019;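 active = compounds whose plate-normalised and pattern-corrected inhibition of the luciferase reporter signal at the single screening dose is 50% or more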
* hit, by the source's call; · = no result given. Not all compounds are listed; the hit share may differ from the screen's.

Key to letters – A = SRC2 inh; B = NCOA3 inh; C = NOD2 RIPK2 PPI; D = TLR9-MyD88 block; E = C8 TRAIL sens; F = NR2F2 inh; G = LRH-1 inv ag; H = Vif inh; I = EBV LMP1 NFkB; J = NCOA1 inh; K = TROY signal inh
1. Cc1c(C(=O)NCC(c2ccco2)N2CCCC2)sc2ccccc12 (stereo not drawn)
  A: -19	B: -43	C: 7	D: 2	E: -3	F: 9	G: 2	H: -6	I: -18	J: -2	K: -17

2. COc1cccc(C2NC(=S)NC(C)=C2C(=O)c2ccccc2)c1OC (stereo not drawn)
  A: 14	B: 27	C: 9	D: -1	E: -15	F: -16	G: 39	H: 2	I: 4	J: -2	K: 13

3. CCOc1ccc(C(=O)NCC(=O)OCc2c(F)cccc2Cl)cc1OCC
  A: 19	B: 11	C: -3	D: -10	E: 25	F: 10	G: -13	H: -3	I: 2	J: 5	K: -7

4. O=S(=O)(c1ccc(S(=O)(=O)N2CCCC2)cc1)N1CCCCCC1
  A: -8	B: 21	C: -22	D: 1	E: -12	F: -2	G: 5	H: -8	I: -9	J: -3	K: -13

5. COc1cccc(OCc2cc(C(=O)N(Cc3nccn3C)C(C)C)no2)c1
  A: -15	B: -12	C: -48	D: -3	E: -8	F: -2	G: 1	H: -4	I: 1	J: -12	K: 8

6. O=C1CC2(CCCC2)Oc2ccccc21
  A: -4	B: 2	C: -12	D: -9	E: -10	F: 3	G: 8	H: -3	I: -8	J: 1	K: -36

7. Cc1ccc(C)c(CSc2nnc(C)c(=O)[nH]2)c1
  A: 8	B: 12	C: -2	D: 0	E: 0	F: 12	G: -9	H: 11	I: 0	J: -6	K: 4

8. COCC(=O)Nc1ccc(S(=O)(=O)Nc2cc(C)nc(C)n2)cc1
  A: ·	B: 11	C: 10	D: -5	E: -8	F: ·	G: 8	H: -4	I: -10	J: 12	K: -18

9. Cc1ccc(-n2c(SCC(=O)NCc3ccco3)nc3c([nH]c4ccccc43)c2=O)cc1
  A: -20	B: -13	C: -4	D: 8	E: 6	F: -28	G: 12	H: -3	I: -5	J: -15	K: -35

10. Cc1ccc(OCC(=O)Nc2ccc(CN3CCOCC3)cc2)cc1C
  A: 23	B: 1	C: -11	D: -8	E: -8	F: 2	G: -7	H: -2	I: 2	J: 6	K: 4

11. CC1CN(C(=O)CCC(=O)NCCCN2CCC(Cc3ccccc3)CC2)c2cc(Cl)ccc2O1 (stereo not drawn)
  A: 3	B: 4	C: 13	D: -4	E: 41	F: 14	G: 11	H: -2	I: -15	J: -1	K: -13

12. CC(=O)OCCCN1C(=O)c2ccc(Br)cc2C1=O
  A: 10	B: -6	C: -10	D: 0	E: -3	F: -2	G: -1	H: 12	I: 3	J: 0	K: 19

13. C=C(C)COc1ccc(-c2[nH]ncc2-c2ccc(OC)c(OC)c2)c(O)c1
  A: 26	B: 21	C: -2	D: 2	E: 12	F: 17	G: 38	H: -7	I: 26	J: 3	K: 38

14. Cc1cc(C(=O)N2CCC2(C)C(=O)O)c(C)o1 (stereo not drawn)
  A: -9	B: -9	C: -8	D: ·	E: 1	F: 14	G: 5	H: 5	I: ·	J: 9	K: -8

15. O=C(NN1C(=O)C2C3C=CC([C@H]4CC34)[C@@H]2C1=O)c1ccc(Br)cc1 (stereo partly drawn)
  A: 0	B: 4	C: -5	D: 3	E: -2	F: 3	G: 7	H: 11	I: 0	J: -9	K: 13

16. COC(=O)C1=CN(Cc2ccc(OC)cc2)C=C(C(=O)OC)C1c1ccsc1
  A: -7	B: 16	C: -6	D: -5	E: -3	F: 6	G: -2	H: 0	I: 3	J: 8	K: 2

17. COc1cc(CNc2ncc(-c3ccc(Cl)cc3)n2C)cc(OC)c1OC
  A: 7	B: 9	C: 2	D: -4	E: -12	F: 24	G: 5	H: 4	I: 3	J: 11	K: 3

18. COc1ccc(NC(=O)CSCC(=O)Nc2nnc(C)s2)cc1
  A: 7	B: -17	C: -16	D: -1	E: 1	F: 3	G: 6	H: 5	I: -1	J: -8	K: 12

19. CCOc1ccc2[nH]c3c(N4CCc5ccccc5C4)ncnc3c2c1
  A: -1	B: 17	C: 3	D: ·	E: 13	F: 14	G: -3	H: -6	I: ·	J: 5	K: 13

20. CCCc1cc(=O)[nH]c(SCC(=O)Nc2ccc(Br)cc2)n1
  A: -1	B: 8	C: 7	D: -7	E: 9	F: 2	G: 26	H: 1	I: 3	J: -10	K: 12

21. C(=NN1CCCCCC1)c1cccc2ccccc12
  A: -2	B: 2	C: 4	D: -11	E: -4	F: -8	G: 12	H: 8	I: -12	J: -3	K: 21

22. CC[C@]12C(=O)N(C)C[C@H]([C@@H]3C(=O)N(C)C(=O)[C@@H]31)N2C(=O)c1ccc(F)cc1
  A: -15	B: 4	C: 6	D: 3	E: -8	F: 5	G: 3	H: -1	I: 2	J: -1	K: 5

23. O=C(CSc1nnc(-c2ccccc2)o1)N1CCc2ccccc2C1
  A: -34	B: -8	C: 7	D: 14	E: 3	F: -6	G: -4	H: 4	I: -34	J: 3	K: -6

24. NS(=O)(=O)c1cccc(NC(=S)NC(=O)c2cccc([N+](=O)[O-])c2)c1
  A: 12	B: 11	C: 5	D: 4	E: -6	F: -8	G: 28	H: -3	I: 0	J: -3	K: -26

Excerpt: entries 16 to 24
Key to letters – A = SRC2 inh; B = NCOA3 inh; C = NOD2 RIPK2 PPI; D = TLR9-MyD88 block; E = C8 TRAIL sens; F = NR2F2 inh; G = LRH-1 inv ag; H = Vif inh; I = EBV LMP1 NFkB; J = NCOA1 inh; K = TROY signal inh
16. COC(=O)C1=CN(Cc2ccc(OC)cc2)C=C(C(=O)OC)C1c1ccsc1
  A: -7	B: 16	C: -6	D: -5	E: -3	F: 6	G: -2	H: 0	I: 3	J: 8	K: 2

17. COc1cc(CNc2ncc(-c3ccc(Cl)cc3)n2C)cc(OC)c1OC
  A: 7	B: 9	C: 2	D: -4	E: -12	F: 24	G: 5	H: 4	I: 3	J: 11	K: 3

18. COc1ccc(NC(=O)CSCC(=O)Nc2nnc(C)s2)cc1
  A: 7	B: -17	C: -16	D: -1	E: 1	F: 3	G: 6	H: 5	I: -1	J: -8	K: 12

19. CCOc1ccc2[nH]c3c(N4CCc5ccccc5C4)ncnc3c2c1
  A: -1	B: 17	C: 3	D: ·	E: 13	F: 14	G: -3	H: -6	I: ·	J: 5	K: 13

20. CCCc1cc(=O)[nH]c(SCC(=O)Nc2ccc(Br)cc2)n1
  A: -1	B: 8	C: 7	D: -7	E: 9	F: 2	G: 26	H: 1	I: 3	J: -10	K: 12

21. C(=NN1CCCCCC1)c1cccc2ccccc12
  A: -2	B: 2	C: 4	D: -11	E: -4	F: -8	G: 12	H: 8	I: -12	J: -3	K: 21

22. CC[C@]12C(=O)N(C)C[C@H]([C@@H]3C(=O)N(C)C(=O)[C@@H]31)N2C(=O)c1ccc(F)cc1
  A: -15	B: 4	C: 6	D: 3	E: -8	F: 5	G: 3	H: -1	I: 2	J: -1	K: 5

23. O=C(CSc1nnc(-c2ccccc2)o1)N1CCc2ccccc2C1
  A: -34	B: -8	C: 7	D: 14	E: 3	F: -6	G: -4	H: 4	I: -34	J: 3	K: -6

24. NS(=O)(=O)c1cccc(NC(=S)NC(=O)c2cccc([N+](=O)[O-])c2)c1
  A: 12	B: 11	C: 5	D: 4	E: -6	F: -8	G: 28	H: -3	I: 0	J: -3	K: -26
